PriA SSB inh: inhibitors of Klebsiella pneumoniae PriA binding to SSB C-terminal tail; 0.6% of 430,000 active; inhibition, % at 33 µM; AlphaScreen SSBct-PriA binding, biotinylated peptide; AID 1272365; in the data active = inhibition mostly above about 37%, no sharp cut-off; inactive = mostly below about 20%;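 note: plate controls were negative control peptide for no effect and reference peptide for full effect; strong numbers were not always called active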
BH1578 lux ind: inducers of Vibrio cholerae quorum light production without autoinducers; V. cholerae BH1578 lux reporter, luminescence, 6 h; activation, % at 18.7 µM; 0.16% of 350,000 active; AID 588436; in the data active = activation mostly above about 9.7%, no sharp cut-off; note: not every result past the cut was called active; inactives centre near 0; reference of the scale not given here
CCHFV vOTU inh: blocks the CCHF virus ovarian tumor domain protease | inhibition, % at 11.5 µM | CCHFV vOTU protease, Pep-AMC fluorescence | AID 651958 | 0.55% of 370,000 active; in the data active = inhibition above about 30%; note: 0% = vehicle wells with enzyme and 100% = no enzyme wells
TcdB inh: inhibitors of Clostridioides difficile toxin B glycohydrolase | P18177 | TcdB glycohydrolase enzymatic assay, plate reader | inhibition, % at 9.99 µM | 0.24% of 350,000 active; in the data active = inhibition above about 10%
Target sequence (P18177 whole entry, looked up): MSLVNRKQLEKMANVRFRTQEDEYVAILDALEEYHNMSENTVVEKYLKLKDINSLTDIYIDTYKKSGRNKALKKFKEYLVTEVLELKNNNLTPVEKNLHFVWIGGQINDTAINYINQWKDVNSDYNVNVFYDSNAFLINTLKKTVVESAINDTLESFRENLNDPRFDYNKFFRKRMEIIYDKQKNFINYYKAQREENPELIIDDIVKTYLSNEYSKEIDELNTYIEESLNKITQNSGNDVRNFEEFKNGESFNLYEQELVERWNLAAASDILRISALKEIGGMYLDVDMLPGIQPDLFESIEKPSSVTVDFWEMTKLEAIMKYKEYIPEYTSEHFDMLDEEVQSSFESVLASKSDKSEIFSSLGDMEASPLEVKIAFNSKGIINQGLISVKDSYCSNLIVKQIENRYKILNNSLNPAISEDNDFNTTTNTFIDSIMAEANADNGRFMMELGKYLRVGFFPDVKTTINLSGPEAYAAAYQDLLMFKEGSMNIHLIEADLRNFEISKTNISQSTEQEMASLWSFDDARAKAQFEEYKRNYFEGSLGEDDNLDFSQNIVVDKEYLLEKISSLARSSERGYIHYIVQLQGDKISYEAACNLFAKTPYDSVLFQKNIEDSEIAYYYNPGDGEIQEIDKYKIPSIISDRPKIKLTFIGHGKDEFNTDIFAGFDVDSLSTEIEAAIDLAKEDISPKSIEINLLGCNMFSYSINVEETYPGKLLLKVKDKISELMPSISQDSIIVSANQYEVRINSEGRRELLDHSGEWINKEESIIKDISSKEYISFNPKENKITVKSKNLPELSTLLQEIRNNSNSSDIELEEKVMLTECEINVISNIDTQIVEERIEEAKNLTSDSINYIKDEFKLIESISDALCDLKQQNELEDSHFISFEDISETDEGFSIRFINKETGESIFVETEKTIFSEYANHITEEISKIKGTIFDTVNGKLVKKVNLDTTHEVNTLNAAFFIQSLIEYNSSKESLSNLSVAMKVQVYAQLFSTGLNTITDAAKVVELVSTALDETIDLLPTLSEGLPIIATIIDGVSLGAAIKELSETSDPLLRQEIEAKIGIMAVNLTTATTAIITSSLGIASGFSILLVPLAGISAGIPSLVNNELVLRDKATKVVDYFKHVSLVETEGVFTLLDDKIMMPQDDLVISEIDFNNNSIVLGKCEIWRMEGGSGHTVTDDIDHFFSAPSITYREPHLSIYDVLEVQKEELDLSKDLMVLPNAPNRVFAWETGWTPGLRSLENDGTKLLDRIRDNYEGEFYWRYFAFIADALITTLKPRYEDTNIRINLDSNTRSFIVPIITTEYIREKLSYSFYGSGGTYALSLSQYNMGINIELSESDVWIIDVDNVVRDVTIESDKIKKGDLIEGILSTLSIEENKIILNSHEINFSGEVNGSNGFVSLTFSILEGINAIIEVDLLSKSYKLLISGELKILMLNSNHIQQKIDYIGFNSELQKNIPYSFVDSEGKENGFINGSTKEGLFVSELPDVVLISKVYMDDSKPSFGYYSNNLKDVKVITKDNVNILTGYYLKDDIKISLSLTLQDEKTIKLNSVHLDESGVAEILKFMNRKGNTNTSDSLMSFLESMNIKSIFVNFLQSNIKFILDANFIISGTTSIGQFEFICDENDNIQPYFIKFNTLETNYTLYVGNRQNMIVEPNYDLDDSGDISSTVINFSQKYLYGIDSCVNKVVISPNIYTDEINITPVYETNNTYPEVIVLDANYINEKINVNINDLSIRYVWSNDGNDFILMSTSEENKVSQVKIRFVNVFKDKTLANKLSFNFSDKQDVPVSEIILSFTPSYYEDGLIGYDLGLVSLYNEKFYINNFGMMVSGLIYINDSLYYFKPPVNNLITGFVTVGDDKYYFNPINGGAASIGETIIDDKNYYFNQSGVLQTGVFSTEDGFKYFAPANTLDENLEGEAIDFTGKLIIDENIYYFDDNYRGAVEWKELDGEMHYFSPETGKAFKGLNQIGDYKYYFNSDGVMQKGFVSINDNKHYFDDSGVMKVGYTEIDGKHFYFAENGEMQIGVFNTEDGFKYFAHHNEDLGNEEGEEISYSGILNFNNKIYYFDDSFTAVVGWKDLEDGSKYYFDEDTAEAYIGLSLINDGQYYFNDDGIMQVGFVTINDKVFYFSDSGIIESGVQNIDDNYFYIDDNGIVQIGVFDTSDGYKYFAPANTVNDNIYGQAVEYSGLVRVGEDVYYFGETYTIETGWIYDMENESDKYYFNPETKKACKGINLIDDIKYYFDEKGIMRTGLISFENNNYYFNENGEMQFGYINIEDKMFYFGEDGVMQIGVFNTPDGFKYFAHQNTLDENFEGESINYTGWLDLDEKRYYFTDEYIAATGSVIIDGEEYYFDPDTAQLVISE
VHR inh abs: inhibitors of human VHR1 phosphatase (DUSP3); recombinant VHR phosphatase, pNPP absorbance; inhibition, % at 13.3 µM; 0.52% of 290,000 active; AID 1654; in the data active = inhibition above about 50%; note: some compounds called inactive have numbers as strong as hits
PrPC surface inh: reduces human prion protein on the cell surface; 0.43% of 370,000 active; cell surface PrPC, TR-FRET read-out; inhibition, % at 13.8 µM; P04156; in the data active = inhibition above about 24%; note: 0% = median of the test wells and 100% = reference compound wells
Y pestis TopoI: Y. pestis Topo-I inhibition via cleavage products; 0.064% of 360,000 active; AID 504884; activity, % at 10 µM; Y. pestis Topo-I cleavage product accumulation, plate reader; in the data active = activity above about 50%, passing the limit was not always enough; note: inactives centre near 2
Rv3671c inh: Rv3671c (M. tuberculosis) protease inhibition; inhibition, % at 5.96 µM; 0.048% of 320,000 active; in the data active = inhibition above about 38%;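 note: extracellular domain of Rv3671c used as enzyme; 0% = enzyme with DMSO and 100% = no enzyme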
SARS 3CLpro inh: SARS-CoV 3CLpro protease inhibition | P0C6X7 | recombinant SARS-CoV 3CLpro, quenched FRET peptide cleavage | inhibition, % at 6 µM | 0.14% of 290,000 active; in the data active = inhibition above about 12%
MazF activator: activators of E. coli MazEF toxin-antitoxin RNase; P0AE70; FAM/BHQ RNA-DNA oligo cleavage fluorescence, 5 h; activation, % at 20 µM; 0.32% of 350,000 active; in the data active = activation above about 50%
Starred values were filed as active, the others as inactive; i = inactive; . = not tested or not shown; & = joins results of further samples. Only part of the results is shown; the hit share may differ from the screen's.

1: Cc1ccc(/C=C(\C#N)C(=O)Nc2c(C)cccc2C)s1
2: Cc1nc2cc(NS(=O)(=O)c3ccc(Br)cc3)ccc2n1C
3: CCOC(=O)c1ccc2ncc(-c3ccccc3)nc2c1
4: CN(C(=O)c1ccccc1C(=O)OCC(=O)Nc1ccc(S(N)(=O)=O)cc1)c1ccccc1
5: C=CCc1ccccc1OCC(=O)NNC(=S)NCc1ccccc1
6: CCC(c1nnc(SCC(=O)NC23CC4CC(CC(C4)C2)C3)o1)N(C)C (configuration not stated)
7: O=C(c1c(F)cccc1F)N1CCN=C1SCc1ccccc1
8: CCc1nc(C)cc2c1sc1ccccc12

assay / entry	1	2	3	4	5	6	7	8
PriA SSB inh	8	-8	-1	-12	6	11	-6	-34
BH1578 lux ind	i	-0.4	3.6	i	i	3.1	-3.6	-0.6
CCHFV vOTU inh	-3	15	2	11	29	5	6	14
TcdB inh	1.2	1.0	25*	-0.3	0.8	.	0.6	-2.8
VHR inh abs	29	-32	16	.	9	5	21	9
PrPC surface inh	-6	8	-3	-4	4	-7	2	10
Y pestis TopoI	0	-1	-3	-3	13	4	25	-6
Rv3671c inh	-15	-3	.	3	1	8	-12	-3
SARS 3CLpro inh	2	5	2	.	9	3	-5	0
MazF activator	10	9	5	0	-5	3	-13	7

9: CC(=O)Nc1ccc(NC(=O)CSc2ccc3nnc(-c4cccnc4)n3n2)cc1
10: CCC1CCCCN1C(=O)c1c[nH]c2ccc(S(=O)(=O)N(C)c3ccc(Cl)cc3)cc2c1=O (configuration not stated)
11: CCOc1ccccc1NC(=O)C(OC(=O)c1ccc(N(C)C)cc1)c1ccccc1 (configuration not stated)
12: Cc1cc(C)c2nc(Cl)c(Cl)nc2c1
13: CC(NC(=O)C1CCC(CNS(=O)(=O)c2ccccc2)CC1)c1ccccc1 (configuration not stated)
14: Clc1ccc2c(c1)Nc1ccccc1CC2
15: O/N=C1/CCSc2ccccc21
16: CC(=O)COc1ncnc2c(Cl)cc(Cl)cc12

assay / entry	9	10	11	12	13	14	15	16
PriA SSB inh	-4	2	2	-1	15	-25	.	-3
BH1578 lux ind	i	-12	-0.3	-0.6	-0.6	-0.8	.	-0.8
CCHFV vOTU inh	-16	-10	-15	-9	18	3	12	-16
TcdB inh	0.5	0.1	.	1.8	-0.1	-1.4	.	0.9
VHR inh abs	-40	15	-3	4	21	.	17	26
PrPC surface inh	-4	-3	9	-8	0	-3	-7	-2
Y pestis TopoI	-9	5	2	7	10	-4	-4	3
Rv3671c inh	2	2	-6	7	-3	6	-1	1
SARS 3CLpro inh	-3	-1	5	3	-1	.	-5	0
MazF activator	4	-6	-8	-2	15	13	2	-5

17: CC(=O)N1CCN=C1SCc1cccc(C(F)(F)F)c1
18: CC(C)(C)NC(=O)CSc1nc2ccccc2n1-c1ccccc1
19: COCCN=C(NS(=O)(=O)c1cccs1)c1ccccc1Cl
20: Nc1ccc(S(=O)(=O)NNC(=O)C(=O)NNc2ccccc2)cc1
21: O=C(COC(=O)CSc1nnc(-c2ccc(Cl)cc2)o1)Nc1cc(Cl)cc(Cl)c1
22: Cc1ccc(SCC2=NN(c3nc(C)cc(C)n3)C(=O)C2)cc1
23: COc1ccc(Cn2ccnc2SCC(=O)Nc2cccc(NC(C)=O)c2)cc1
24: CCCCN(Cc1ccccc1)S(=O)(=O)c1ccc2[nH]c(=O)oc2c1

assay / entry	17	18	19	20	21	22	23	24
PriA SSB inh	-13	-14	-3	-11	-13	-12	5	-9
BH1578 lux ind	i	i	i	3.1	i	-0.8	i	-0.5
CCHFV vOTU inh	9	-4	-1	7	-6	-3	-5	17
TcdB inh	.	.	-0.1	-25	0.5	-1.1	1.3	.
VHR inh abs	10	-6	.	-4	18	37	22	-5
PrPC surface inh	2	1	-5	20	3	-5	9	-1
Y pestis TopoI	1	17	-6	7	0	3	3	24
Rv3671c inh	3	-1	-1	-5	1	3	3	-9
SARS 3CLpro inh	-7	1	.	-1	0	3	3	6
MazF activator	3	-2	3	-10	-17	-5	-4	-3

25: CC(=O)c1cc2c(cc1N/C(=N/S(=O)(=O)c1ccc(Br)cc1)c1ccccc1)OCO2
26: O=C(CCN(NC(=O)c1ccccc1)C1=NS(=O)(=O)c2ccccc21)NC1CCCCC1
27: COc1ccc(C(NC(C)=O)c2nccc3cc(OC)c(OC)cc23)cc1OC (configuration not stated)
28: O=C(O)CN1C(=O)CNC1=O
29: COC(=O)[C@@]1(Cc2ccc(OC)cc2)[C@H]2c3cc(C(=O)N(C)C)n(C[C@H](O)CO)c3C[C@H]2CN1C(=O)c1ccccc1
30: CCC(C(=O)NCc1ccco1)n1nc(C)c2c(C)n(-c3ccccc3)nc2c1=O (configuration not stated)
31: CC(=O)Nc1ccc(CNc2nc(NCCN(C)C)nc3cc(-c4ccccc4)sc23)cc1
32: O=C1C(=O)N(CCS(=O)(=O)c2ccccc2)c2ccccc21

assay / entry	25	26	27	28	29	30	31	32
PriA SSB inh	.	-7	-4	-6	15	3	.	-8
BH1578 lux ind	i	-0.2	-0.2	-2.0	.	0.2	-0.1	i
CCHFV vOTU inh	-2	-3	-3	10	2	8	-13	8
TcdB inh	-0.7	.	-0.1	.	-2.6	0.5	5.5	1.7
VHR inh abs	-6	7	4	17	20	-7	.	-22
PrPC surface inh	3	-6	-4	6	7	-9	2	-15
Y pestis TopoI	-8	1	-2	5	.	3	-22	0
Rv3671c inh	9	-1	.	4	-2	-4	.	-2
SARS 3CLpro inh	3	0	5	-5	-4	2	.	-3
MazF activator	-24	3	-11	14	6	9	.	7

33: CC1CC(C)CN(S(=O)(=O)c2ccc(C(=O)N3CCCC3)cc2)C1 (configuration not stated)
34: COc1cc2c(cc1OC)[C@@]13CCN4CC5=CCO[C@H]6CC(=O)N2[C@H]1[C@H]6[C@H]5C[C@H]43
35: O=C(c1cc(Cl)nc2ccccc12)N1CCN(Cc2ccc3c(c2)OCO3)CC1
36: Cc1cccc(-c2cc(C(=O)NCc3ccccn3)c3ccccc3n2)c1
37: COc1cccc(/C=N/Nc2nc3ccccc3[nH]2)c1OC
38: O=[N+]([O-])c1cc(-c2ccc(/C=N/c3nc4ccccn4c3-c3ccco3)o2)ccc1Cl
39: Cc1nn(Cc2ccc(Cl)cc2Cl)c(Cl)c1C(=O)Nc1ccc(OC(F)F)cc1
40: Cc1c(N(C)S(=O)(=O)c2ccc(Cl)c(C(=O)NCC3CCCO3)c2)c(=O)n(-c2ccccc2)n1C (configuration not stated)

assay / entry	33	34	35	36	37	38	39	40
PriA SSB inh	-16	-10	-5	-2	i	.	-4	-16
BH1578 lux ind	i	-0.4	i	-0.2	-0.4	-3.7	i	i
CCHFV vOTU inh	2	6	8	-2	11	18	-5	2
TcdB inh	0.4	-6.1	-1.7	1.3	2.2	.	.	1.3
VHR inh abs	-9	40	.	18	4	18	8	.
PrPC surface inh	-2	3	5	-7	-7	-21	2	0
Y pestis TopoI	9	-1	22	-2	-25	-13	10	-1
Rv3671c inh	-2	6	-1	-5	6	6	-3	.
SARS 3CLpro inh	5	-1	.	3	2	-2	0	.
MazF activator	3	1	2	-7	3	4	-29	-2

41: CCc1ccc([C@@H]2CC=C(C(=O)O)[C@H](c3cccc(Cl)c3)N2S(=O)(=O)c2ccc(C)cc2)cc1
42: CCOc1ccc(C(C(=O)NC2CCCC2)N(C(=O)CNC(=O)c2ccco2)c2cccnc2)cc1 (configuration not stated)
43: c1ccc(OCc2nnc3sc(C4COc5ccccc5O4)nn23)cc1 (configuration not stated)
44: O=C(CSc1nnnn1-c1ccccc1F)Nc1nc2ccccc2s1
45: CN(C)n1cccc1/C=C(\C#N)S(=O)(=O)c1cccc(Cl)c1
46: COC(=O)c1ccc(/C=C/c2c(-c3ccc(OC)cc3)oc3ccc(N4CCOCC4)cc23)cc1
47: CCNC(=O)C1(C)CCN(C(=O)c2ccc3c(c2)OCO3)C1 (configuration not stated)
48: Cc1cc(C)c2oc(C(=O)N3CCN(Cc4ccccc4)CC3)cc(=O)c2c1

assay / entry	41	42	43	44	45	46	47	48
PriA SSB inh	-10	3	-10	-13	-5	-15	.	11
BH1578 lux ind	-0.8	-1.0	-0.2	1.4	i	-0.9	1.3	-0.5
CCHFV vOTU inh	15	-8	-4	-18	-6	7	4	14
TcdB inh	1.7	1.2	1.0	1.0	1.8	0.8	-4.3	-0.1
VHR inh abs	.	-19	25	-2	0	17	.	.
PrPC surface inh	10	-1	5	-6	7	2	5	-5
Y pestis TopoI	2	-4	15	29	2	11	-4	5
Rv3671c inh	-11	5	-6	-5	-4	-14	.	5
SARS 3CLpro inh	.	-9	0	1	6	-3	.	-1
MazF activator	-2	16	1	-22	0	-14	.	8

49: COc1ccccc1C(=O)NCC(=O)NCCc1ccc(Cl)cc1
50: CCOC(=O)C1C(=O)CC(C)(O)C(C(=O)OCC)C1c1ccc(Br)cc1 (configuration not stated)
51: COc1ccc(CN2CCN(c3ncccn3)CC2)c(OC)c1
52: O=c1[nH]cccc1-c1nc2cc(Cl)ccc2n1Cc1ccccc1

assay / entry	49	50	51	52
PriA SSB inh	-4	7&12	-13	4
BH1578 lux ind	-0.2	1.2	i	-1.7
CCHFV vOTU inh	3	7	-5	-32
TcdB inh	0.2	.	.	1.5
VHR inh abs	34	-1	10	1
PrPC surface inh	0	1	-11	-2
Y pestis TopoI	20	-5	3	1
Rv3671c inh	7	-2	4	-5
SARS 3CLpro inh	-3	-1	1	-1
MazF activator	6	6	0	2

Eight entries from above, with two lines to a compound:
Values in the order – PriA SSB inh	BH1578 lux ind	CCHFV vOTU inh	TcdB inh	VHR inh abs	PrPC surface inh	Y pestis TopoI	Rv3671c inh	SARS 3CLpro inh	MazF activator
45) CN(C)n1cccc1/C=C(\C#N)S(=O)(=O)c1cccc(Cl)c1
    -5	i	-6	1.8	0	7	2	-4	6	0
46) COC(=O)c1ccc(/C=C/c2c(-c3ccc(OC)cc3)oc3ccc(N4CCOCC4)cc23)cc1
    -15	-0.9	7	0.8	17	2	11	-14	-3	-14
47) CCNC(=O)C1(C)CCN(C(=O)c2ccc3c(c2)OCO3)C1 (configuration not stated)
    .	1.3	4	-4.3	.	5	-4	.	.	.
48) Cc1cc(C)c2oc(C(=O)N3CCN(Cc4ccccc4)CC3)cc(=O)c2c1
    11	-0.5	14	-0.1	.	-5	5	5	-1	8
49) COc1ccccc1C(=O)NCC(=O)NCCc1ccc(Cl)cc1
    -4	-0.2	3	0.2	34	0	20	7	-3	6
50) CCOC(=O)C1C(=O)CC(C)(O)C(C(=O)OCC)C1c1ccc(Br)cc1 (configuration not stated)
    7&12	1.2	7	.	-1	1	-5	-2	-1	6
51) COc1ccc(CN2CCN(c3ncccn3)CC2)c(OC)c1
    -13	i	-5	.	10	-11	3	4	1	0
52) O=c1[nH]cccc1-c1nc2cc(Cl)ccc2n1Cc1ccccc1
    4	-1.7	-32	1.5	1	-2	1	-5	-1	2
